ERK EGF inh – qHTS Assay for Inhibitors of the ERK Signaling Pathway using a Homogeneous Screening Assay; Stimulation with EGF | Potency, µM (highest dose often 11.5 µM), for inactives: at the highest dose activity change, negative = inhibition, most hits filed as inhibitors | HEK293-V1b, EGF-stimulated phospho-ERK AlphaScreen | actives 0.41% (n = 130,000) | AID 1454, 2008; active means well fitted inhibition curve with a large enough effect; inconclusive means small, poorly fitted or top-dose-only effect, or effect the other way;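 further: plate controls were stimulated vehicle wells for no effect and unstimulated vehicle basal for full effect; nearly all actives have a fitted effect of over 55% in size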
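After overnight plating in 1% FBS, HEK293-V1b cells received test compound for half an hour, then a 5 min pulse of EGF (25 nM); ERK phosphorylation in lysates was read by bead-based AlphaScreen.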
The depositor's hits bear a star; ? = inconclusive; [ ] = remark or other dose. Potency means the concentration at half of the fitted maximal effect. An excerpt; the hit share may differ from the screen's.

SMILES | ERK EGF inh
Cc1nc(SCc2ccc(Cl)c(Cl)c2)ncc1C(=O)O | 0%
N#Cc1cnn(-c2ccccc2)c1NC(=O)CN1CCOCC1 | -5%[57.5 µM]
COc1ccccc1NC(=O)CSc1nnc(C)n1CC1CCCO1 (centres undefined) | 3%
Cc1ccc(OCCOC(=O)c2nc3nccc(C)n3n2)cc1 | -13%
CC(C)(SC(=S)N1CCCCCC1)C(=O)O | 2%
Cc1c(/C=N/NC(=O)C(NC(=O)c2ccc3c(c2)OCO3)C(C)C)c2ccccc2n1C (centres undefined) | 6%
CCOc1cc(NC(=S)NCCCN2CCOCC2)c(OCC)cc1NC(=O)c1ccc(C)cc1 | -1%
O=C(Oc1ccccc1)n1c(=S)oc2ccccc21 | 3%
COC(C(=O)Nc1c(F)cccc1F)c1ccccc1 (centres undefined) | -4%
Cc1ccc(Cn2nnc3c(=O)n(Cc4cc(C)ccc4C)cnc32)cc1 | 3%
Cc1nnc(NC(=O)c2ccc(S(=O)(=O)C(F)F)cc2)s1 | 5%[57.5 µM]
COc1cccc2cc(C(=O)N(Cc3cccs3)CC3CCCO3)c(=O)oc12 (centres undefined) | 6%

3 records drawn at random from those above:
SMILES | ERK EGF inh
Cc1ccc(Cn2nnc3c(=O)n(Cc4cc(C)ccc4C)cnc32)cc1 | 3%
Cc1nnc(NC(=O)c2ccc(S(=O)(=O)C(F)F)cc2)s1 | 5%[57.5 µM]
CC(C)(SC(=S)N1CCCCCC1)C(=O)O | 2%

(further entries)
SMILES | ERK EGF inh
O=C(O)CSCC(=O)N1CCN(S(=O)(=O)c2cc(Cl)cc(Cl)c2)CC1 | -2%[57.5 µM]
CCc1cccc(NC(=O)C2CCN(S(=O)(=O)c3c(C)noc3C)CC2)c1 | -6%
Cc1cccc(C(=O)Nc2cccc(Br)c2)c1[N+](=O)[O-] | 1%
CCOC(=O)c1cc(-c2ccccc2)n(CC(=O)Nc2ccc(OCC)cc2)c1C | -3%
CN(C)CCNC(=O)C(c1ccccc1)c1ccccc1 | 17%[57.5 µM]
CCOC(=O)Cn1nnc(-c2ccc([N+](=O)[O-])cc2)n1 | 2%
N#Cc1c(-c2ccc(F)cc2)cc(-c2ccccc2)nc1SCC(=O)NCC(=O)O | ?
CCCNC(=O)CSC1=N/C(=C/c2ccc(F)cc2)C(=O)N1CC | 8%
COc1ccc2cc1Oc1ccc(cc1)C[C@H]1c3cc(c(OC)cc3CCN1C)Oc1c(OC)c(OC)cc3c1[C@H](C2)N(C)CC3 | -8%
CCOc1ccc(NC(=O)C2CCN(C(=O)NC3CCCCC3)CC2)cc1 | 0%
CC1CCCN(c2ccc(C(=O)NCc3ccc4c(c3)OCO4)cc2[N+](=O)[O-])C1 (centres undefined) | ?
O=C(CSc1ccc(-c2ccco2)nn1)N1CCCCC1 | 3%

Of the compounds above, these have an aryl methoxy group.
SMILES | ERK EGF inh
COc1ccccc1NC(=O)CSc1nnc(C)n1CC1CCCO1 (centres undefined) | 3%
COc1cccc2cc(C(=O)N(Cc3cccs3)CC3CCCO3)c(=O)oc12 (centres undefined) | 6%
COc1ccc2cc1Oc1ccc(cc1)C[C@H]1c3cc(c(OC)cc3CCN1C)Oc1c(OC)c(OC)cc3c1[C@H](C2)N(C)CC3 | -8%

Later entries.
SMILES | ERK EGF inh
Fc1cccc(Cl)c1/C=N/Nc1c(Cl)cncc1Cl | -1%
CN(Cc1cn[nH]c1-c1ccc(-c2ccccc2)cc1)CC1CCOCC1 | -2%[57.5 µM]
CCOc1ccccc1CNCCOC | -22%
O=C(Nc1nnc(SCc2ccccc2)s1)c1cccc([N+](=O)[O-])c1 | 0%
COc1ccc(NC(=O)N2CC3(CCN(C(=O)c4cnccn4)CC3)C2)cc1 | 9%
O=C(CSc1nc2ccccc2s1)N/N=C/c1ccc(C(=O)O)cc1 | -4%
Cc1noc(C)c1COc1ncnc2ccccc12 | -4%
Cc1ccc(NC(=O)CSc2ncn[nH]2)cc1 | -3%
COC(=O)c1ccc(C(NC(=O)OCc2ccccc2)/C(F)=C/[C@@H](C)C(=O)NCCN2CCOCC2)cc1 (some centres undefined) | -4%
COC(=O)c1ccc(C(/C=C/[C@@H](C)C(=O)NCCc2c[nH]c3ccccc23)NC(=O)OCc2ccccc2)cc1 (some centres undefined) | -6%
CC(C)(C)c1ccc(NC(=O)NC2CCCc3ccccc32)cc1 (centres undefined) | -7%[57.5 µM]
CC1SCC(=O)N(CC(=O)Nc2ccc3c(c2)OCCO3)C1=O (centres undefined) | 3%
COc1cc(C(=O)O/N=C2\C=CC(=O)C=C2C)cc(OC)c1OC | 4%
O=C(CCn1c2c(c3ccccc31)CCCC2)NNC(=O)c1ccccc1[N+](=O)[O-] | 4%
N#Cc1ccc(-c2cccs2)nc1SCc1cccnc1 | -22%[57.5 µM]
CCn1c(=O)c(C(=O)CN2CCN(Cc3ccc4c(c3)OCO4)CC2)c(N)n(Cc2ccccc2)c1=O | 3%
COc1cc(/C=N/NC(N)=S)cc(Br)c1OCc1ccccc1F | 5%
COc1ccc(C(=O)Nc2cc(C(F)(F)F)ccc2-n2cnc3ccccc32)cc1 | 3%
CC(=O)Nc1cccc(Oc2ncnc3scc(-c4ccc(C(C)C)cc4)c23)c1 | 8%
CCN1CCN(C(=O)CN(C)S(=O)(=O)c2cc(C)ccc2OC)CC1 | 4%
CC(C)(C)OC(=O)NCc1nc(N)n[nH]1 | -7%
Cc1cc(-c2n[nH]c(=S)n2/N=C/C(Cl)=C/c2ccccc2)n[nH]1 | -1%
CCOC(=O)/C(C#N)=C/c1cccc(C)c1 | 2%[57.5 µM]
C[C@@H]1CN(Cc2nc(Cc3ccccc3F)no2)C[C@H](C)O1 | 9%
O=C(Nc1ccc(NC(=O)c2ccco2)nc1)c1ccco1 | 11%
Cc1cc(C(=O)CN2C(=O)c3ccccc3C2=O)c(C)n1Cc1cccs1 | 4%
O=C(COC(=O)c1c(F)cccc1F)c1ccc[nH]1 | -8%[57.5 µM]
CCc1ccc(CCC(=O)Nc2ncc(Cc3ccccc3Cl)s2)o1 | 5%
COc1cc(CCC(=O)OCC(=O)Nc2ccccc2C(C)C)cc(OC)c1OC | -10%
NC(=O)[C@@H]1CC2(CC(c3cccc(NC(=O)COc4ccc(Cl)cc4)c3)=NO2)CN1C(=O)c1ccccc1 (some centres undefined) | -2%[57.5 µM]
O=C(Cn1c(C(F)(F)F)nc2ccccc21)Nc1ccccc1C(=O)O | 3%
O=C(Cn1nc2ccccc2n1)N/N=C/c1cc(Cl)cc([N+](=O)[O-])c1O | -1%
COc1ccccc1CN1CC[C@@]2(CCCN(C(=O)c3cc(C(F)(F)F)cc(C(F)(F)F)c3)C2)C1 | -5%
COC(=O)N1C(C2CC2)=Cc2ccccc2C1CC(C)=O (centres undefined) | 8%
CCOC(=O)CNC(=O)CSc1ccc2nnc(-c3ccc(F)cc3)n2n1 | -4%
COc1ccc(CC(=O)NNC(=O)CSc2ccc(C)cc2)cc1 | 3%
Cc1ccc(C(=O)CSc2nc(C(C)C)nc3ccccc23)cc1 | -1%
CCCCCC1=C2CNC(Cc3ccccc3)(C(=O)OC)C=C2C(C)C1=O (centres undefined) | 2%
CNC(=O)NC(=O)COC(=O)c1n[nH]c2ccccc12 | 15%[57.5 µM]
COCCn1c(Br)nc2c1c(=O)n(C)c(=O)n2C | 4%
CC1=NOC(=O)/C1=C\c1ccc(-c2ccc(Br)cc2)o1 | ?
CCOc1ccc(-c2ccc(C=O)o2)c([N+](=O)[O-])c1 | -1%
O=C(c1ccc(-c2ccccc2)cc1)N1CCN(c2ccccn2)CC1 | ?
Cc1cc(C)cc(NC(=S)NC2CC3CCCC(C2)N3C2CCCC2)c1 (centres undefined) | -6%
CCCCn1c(Cc2ccccc2)nnc1SCC(=O)Nc1cc(C)on1 | 0%
S=C(Nc1ccc2cn[nH]c2c1)Nc1ccc(Cl)cc1Cl | -1%
OCC1(CCc2ccccc2)CCN(Cc2ccc3nsnc3c2)CC1 | -5%
Cc1cc(-c2nnc(SCC(=O)Nc3nc(-c4ccccc4)cs3)o2)no1 | -7%[57.5 µM]

Rewritten in CSV form: part of the list above
structure,ERK EGF inh
COCCn1c(Br)nc2c1c(=O)n(C)c(=O)n2C,4%
CC1=NOC(=O)/C1=C\c1ccc(-c2ccc(Br)cc2)o1,?
CCOc1ccc(-c2ccc(C=O)o2)c([N+](=O)[O-])c1,-1%

An excerpt from above in order of length of the SMILES, descending.
SMILES | ERK EGF inh
CCCCCC1=C2CNC(Cc3ccccc3)(C(=O)OC)C=C2C(C)C1=O (centres undefined) | 2%
O=C(c1ccc(-c2ccccc2)cc1)N1CCN(c2ccccn2)CC1 | ?
CCCCn1c(Cc2ccccc2)nnc1SCC(=O)Nc1cc(C)on1 | 0%
OCC1(CCc2ccccc2)CCN(Cc2ccc3nsnc3c2)CC1 | -5%

(further entries)
SMILES | ERK EGF inh
CC1(C)[C@@H](O)CC[C@]2(C)C3C(=O)C=C4C5C[C@@](C)(C(=O)O)CC[C@]5(C)CC[C@@]4(C)[C@]3(C)CC[C@@H]12 (some centres undefined) | -10%
CCCCCNC(=O)C(=O)C1C(=O)Nc2ccccc21 (centres undefined) | -2%[57.5 µM]
COC(=O)C1CC(=O)N(Cc2ccccc2)C1 (centres undefined) | -1%
COc1ccc(-n2ccnc2CN2CCCC(CO)(Cc3cccc(OC)c3)C2)cc1 (centres undefined) | -6%[57.5 µM]
CC(C)CN(C(=O)COC(=O)CNC(=O)c1ccccc1F)C1CCS(=O)(=O)C1 (centres undefined) | -3%
O=C(NC1=NCCS1)c1sc2cc(Cl)cc(Cl)c2c1Cl | 3%
O=C(c1ccco1)N1CCC2(CCCN(c3ccccn3)C2)CC1 | -5%
Nc1ccc(C(=O)OCc2nc3ccccc3s2)cc1 | 0%
COc1cccc(CN2C[C@]34C=C[C@@H](C[C@@H]3S2(=O)=O)O4)c1 | -3%[57.5 µM]
O=C(CSc1nnc(-c2cccnc2)n1CCN1CCCCC1)Nc1cccc(Cl)c1 | 7%
COCCNC(=O)C1CC2Cn3c(nc4cc(Cl)c(Cl)cc43)C2N1C (centres undefined) | -16%[57.5 µM]
FC(F)(F)c1ccccc1-c1cncnc1Nc1ccccc1 | 26%
CC(C)(C)C1CCc2c(sc3nc(SCC(=O)O)nc(N)c23)C1 (centres undefined) | 3%[57.5 µM]
COC(=O)NNC(=O)C12CC3CC(CC(C3)C1)C2 | 7%
CCN(c1ccccc1)S(=O)(=O)c1cc(NC(=O)Nc2ccccc2C#N)ccc1Cl | 0%
O=C(O)c1ccccc1C(=O)NC1CCCCNC1=O (centres undefined) | 22%[57.5 µM]
COc1ccc(OC)c(S(=O)(=O)N2CCC(C(=O)Nc3ccccc3)CC2)c1 | 5%
CCc1sc(N(C(=O)Cc2ccccc2)c2ccccc2F)nc1-c1ccc(C)cc1 | 13%
CCN=C1NN=C(c2c[nH]c3ccccc23)CS1 | -21%
CCn1cc(/C=C/C(=O)Nc2ccc(C)cc2Br)cn1 | 3%
O=C(Cn1nnc(-c2ccccc2)n1)N/N=C/c1cccc([N+](=O)[O-])c1O | 1%
Cc1cnccc1CN(C)Cc1nc(Cc2ccccc2Cl)no1 | 6%
O=C(CSc1ccc(-c2cccs2)nn1)NCc1ccccc1Cl | 3%
CN(CC/C=C1/c2ccccc2CSc2ccccc21)CCCO | 12%
O=C(Nc1nnc(SCc2c(Cl)cccc2Cl)s1)c1cccc([N+](=O)[O-])c1 | -3%[57.5 µM]
Cc1ccc(CN2CCN(Cc3cccc(OCCO)c3)CC2CCO)o1 (centres undefined) | 4%
O=C(O)CCCSc1nccn1-c1ccccc1 | 2%
CC1CC1C(=O)Nc1nc(-c2ccc(Cl)s2)cs1 (centres undefined) | 3%
CC(=O)N1C2(C=CC1(C)C(=O)NCCN1CCOCC1)CCCCC2 (centres undefined) | 7%
O=C(CCn1c(=O)sc2ccccc21)NC1=NCCS1 | -12%
O=S(=O)(NCc1cccnc1)c1ccc(Cl)c(Cl)c1 | -11%
Cc1ccccc1-n1c(O)cc(=O)[nH]c1=S | 1%
O=C(N/N=C/c1cc2c(cc1Br)OCO2)C1COc2ccccc2O1 (centres undefined) | ?
CCOC(=O)CN1C(=N)N(c2nc(NC(C)C)nc(NC(C)C)n2)CC1=O | 7%
COCCSc1ccccc1C(=O)NCCc1ccccc1 | -15%
COc1ccc(N2CCN(C(=O)CCNS(=O)(=O)c3ccc4c(c3)CCC(=O)N4)CC2)cc1 | -1%
CCOC(=O)C1=C(C)n2c(s/c(=C3\C(=O)Nc4ccccc43)c2=O)=NC1c1ccc(OC)cc1 (centres undefined) | 10%
Cc1ccccc1C(=O)NC1CCSC1=O (centres undefined) | -1%[57.5 µM]
O=C(O)C1CCCCC1C(=O)NCc1ccncc1 (centres undefined) | 7%
COc1cccc(N2CCN(CC(=O)Nc3ccc(-n4cnnn4)cc3)CC2)c1 | -4%
CC(C)c1cccc(C(C)C)c1NC(=O)CCl | 3%
O=C(CCc1nc2ccccc2c(=O)[nH]1)OCC(=O)c1ccc(C2CCCCC2)cc1 | 8%
NS(=O)(=O)c1cc(C(=O)OCC(=O)c2ccccc2)c(Cl)cc1Cl | -15%
O=C(NC1=NCCS1)c1cccc(N2C(=O)c3ccccc3C2=O)c1 | 7%
COC(=O)c1ccc(COc2ccccc2/C=C(\C#N)C(=O)NC(C)C)cc1 | 12%
Cc1cccc(C)c1NC(=O)NC1(C(=O)N2CCOCC2)CCCCC1 | -1%
COCCCN(C(=S)Nc1cc(Cl)cc(Cl)c1)C(C)c1ccncc1 (centres undefined) | 5%

Screening results as filed in PubChem BioAssay.
